# Source: PubChem (Sanford-Burnham Center for Chemical Genomics)
# MT1-MMP act inh: blocks activation of human MT1-MMP; HT1080 RFP-PRO-GFP cells, GFP/RFP ratio fluorescence, overnight; percent of plate control window, DMSO zero; AID 651647; GFP/RFP ratio change, % at 20 µM; P50281; 0.061% of 360,000 active;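 active = GFP/RFP ratio change of at least 30% with cell ATP level not reduced by more than half and red fluorescence within 50% of control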; also: strong numbers were not always called active
#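 Assay system: HT1080 cells carrying an RFP-PRO-GFP reporter | Dosing: Single dose of 20 µM compound, 1% DMSO final | Incubation: Cells overnight before dosing, compound overnight, 37 °C, 5% CO2 | Evaluation: GFP/RFP fluorescence ratio | Control set: DMSO and RFP-L50D-GFP cell wells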
# NadD inh: blocks S. aureus nicotinate mononucleotide adenylyltransferase; purified NadD enzyme, colorimetric absorbance read-out; inhibition, % at 20 µM; 0.78% of 360,000 active; AID 602399; in the data active = inhibition above about 26%; also: some compounds past the cut are filed as inactive
# Rpn11 block: blocks the human proteasome subunit Rpn11; calls only at 20 µM; 0.59% of 360,000 active; human 26S proteasome, Ub4-pepOG fluorescence polarization; 20S core pre-blocked with epoxomicin; O00487;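 active = inhibition at 20 µM, scaled to each plate's controls, above about 33%, limit read from the data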
# Scp1 inh: blocks human Scp-1 phosphatase activity; Q9GZU7; Recombinant Scp1, phosphopeptide, malachite green phosphate absorbance; inhibition, % at 20 µM; 0.88% of 340,000 active;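 active = inhibition above about 50% at 20 µM, limit read from the data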;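 also: plate controls were DMSO wells with enzyme for no effect and wells lacking enzyme for full effect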
# Target sequence (Q9GZU7 76-261 limits assumed): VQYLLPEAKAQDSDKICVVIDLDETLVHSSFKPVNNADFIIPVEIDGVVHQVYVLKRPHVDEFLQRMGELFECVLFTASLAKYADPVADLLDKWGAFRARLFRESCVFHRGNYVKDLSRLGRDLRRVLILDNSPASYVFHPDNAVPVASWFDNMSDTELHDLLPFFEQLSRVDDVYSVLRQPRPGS
#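 Times: enzyme reaction 45 min at room temperature, colour 5 min, stabilisation 30 min. Material: SCP-1 catalytic fragment, aa 76-261. Medium: Acidic Tris acetate buffer with magnesium and detergent. Signal: colorimetric free-phosphate detection, absorbance 630 nm. Read-out basis: % inhibition of SCP-1 phosphate liberation. Reagent: Phosphorylated 17-residue peptide substrate.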
# DNMT1 inh: blocks human DNA methyltransferase DNMT1; inhibition (reported as % activation of signal), % at 10 µM; DNMT1 molecular beacon, Hinp1I cleavage, fluorescence; P26358; 0.83% of 360,000 active; AID 588458; in the data active = inhibition above about 50%
# CendR NRP1 mod: alters CendR peptide binding to human NRP-1. inhibition, % at 25 µM. FAM-RPARPAR peptide binding to NRP-1, fluorescence polarization. 0.85% of 360,000 active. O14786. AID 602438;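 active = inhibition or corrected inhibition above about 18%, plus a signal ratio from 0.5 to 1.5, limit read from the data, passing the limit was not always enough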; also: strong numbers were not always called active
# LMPTP block: blocks human LMPTP phosphatase | inhibition, % at 20 µM | 0.22% of 360,000 active | recombinant LMPTP-A, OMFP fluorogenic substrate, fluorescence intensity;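 active = compounds that cut the enzyme signal by at least half of the control window in the single-dose screen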;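 also: plate controls were DMSO wells with enzyme plus substrate for no effect and substrate without enzyme for full effect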
# Target sequence (P24666 whole entry, looked up): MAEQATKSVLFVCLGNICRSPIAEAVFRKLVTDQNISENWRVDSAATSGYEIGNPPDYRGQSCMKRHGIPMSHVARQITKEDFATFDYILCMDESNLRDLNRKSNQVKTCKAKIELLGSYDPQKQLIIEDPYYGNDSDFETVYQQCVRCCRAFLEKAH
#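 Test system: LMPTP-A phosphatase enzyme; input: 0.625 nM LMPTP-A final; reagent: OMFP substrate, 400 µM final; compound dosing: 20 µM single dose, 3% DMSO; incubation: 50 min dark incubation at room temperature; measured by: endpoint fluorescence intensity from OMFP dephosphorylation; measure: % inhibition relative to no-enzyme and uninhibited control wells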
# SKN-1 inh: blocks SKN-1 activity in C. elegans | C. elegans VP596 Pgst-4::GFP/RFP ratio, acrylamide-induced, 24 h | 0.49% of 360,000 active | inhibition, % at 21.8 µM;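 active = interference check ratio from 0.5 to 1.5 plus GFP to RFP signal ratio inhibition reaching or exceeding a fixed threshold, cut at about 30% in these data, passing the limit was not always enough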; also: some compounds called inactive have numbers as strong as hits
# SUMO1-SIM PPI: alters human SUMO1 binding to SIM partners | 0.33% of 360,000 active | P63165 | AID 602429 | SUMO1 binding to a labelled peptide, TR-FRET, 1 h | inhibition, % at 20 µM; in the data active = inhibition above about 37%
# Target sequence (P63165 whole entry, looked up): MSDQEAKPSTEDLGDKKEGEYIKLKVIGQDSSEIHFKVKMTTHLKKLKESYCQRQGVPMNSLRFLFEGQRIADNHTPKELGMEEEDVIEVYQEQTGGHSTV
# STEP block: blocks human striatal-enriched tyrosine phosphatase; inhibition, % at 20 µM; recombinant STEP, OMFP fluorogenic substrate, fluorescence; 0.25% of 360,000 active; P54829;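 active = inhibition at 20 µM, scaled per plate between control wells, above about 37%, limit read from the data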;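 also: 0% = DMSO with enzyme and substrate and 100% = substrate only without enzyme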
# Target sequence (P54829 whole entry, looked up): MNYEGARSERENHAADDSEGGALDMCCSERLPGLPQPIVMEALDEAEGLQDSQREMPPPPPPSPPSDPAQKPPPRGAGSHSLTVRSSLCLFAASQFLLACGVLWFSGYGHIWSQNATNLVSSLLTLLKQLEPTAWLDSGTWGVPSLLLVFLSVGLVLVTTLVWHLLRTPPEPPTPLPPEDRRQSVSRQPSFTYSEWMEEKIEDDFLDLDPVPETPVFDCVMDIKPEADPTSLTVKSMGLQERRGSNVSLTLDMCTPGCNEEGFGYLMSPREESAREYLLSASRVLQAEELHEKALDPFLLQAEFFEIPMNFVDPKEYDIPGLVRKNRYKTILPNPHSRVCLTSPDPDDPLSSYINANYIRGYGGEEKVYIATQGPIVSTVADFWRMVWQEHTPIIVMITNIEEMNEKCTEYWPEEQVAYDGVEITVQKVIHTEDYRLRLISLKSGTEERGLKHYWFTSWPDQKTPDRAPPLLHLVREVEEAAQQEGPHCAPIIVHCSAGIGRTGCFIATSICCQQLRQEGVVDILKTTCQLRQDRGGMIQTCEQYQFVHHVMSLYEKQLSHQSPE
#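 Material: STEP (striatal-enriched tyrosine phosphatase) enzyme, cell-free | Medium: 50 mM Bis-Tris pH 6.0 with 2.5 mM DTT and 0.005% Tween 20 | Read-out: Percent inhibition scaled to no-enzyme and uninhibited-enzyme controls, plate-pattern corrected | Signal: Fluorescence read at 480 nm ex / 540 nm em | Times: 20 min reaction, room temperature, in the dark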
# Numbers without * were called inactive; i = inactive; x = not tested or not shown.
SMILES,MT1-MMP act inh,NadD inh,Rpn11 block,Scp1 inh,DNMT1 inh,CendR NRP1 mod,LMPTP block,SKN-1 inh,SUMO1-SIM PPI,STEP block
CC(C)CCn1c(=O)c2sccc2n2c(CCCC(=O)N3CCN(c4ccccn4)CC3)nnc12,10,-10,i,-4,-2,-4,3.2,0,5,2
Cc1cc(C(=O)N(C)CC(=O)Nc2cccc(F)c2)no1,3,1,i,-1,-1,10,-0.8,4,-2,0
O=C(CN1CCCc2ccccc21)NC(=O)NCc1ccccc1,-8,-4,i,-14,-2,-17,1.8,-6,1,0
Cn1c2ccc(F)cc2c2nnc(SCC(=O)Nc3cccc(O)c3)nc21,x,1,i,3,6,0,1.5,-5,-10,-4
CN(C)c1ccnc2sc(C(N)=O)c(N)c12,-8,3,i,3,3,6,1.2,-14,-16,-3
CCOC(=O)N/N=C/c1cc(OC)c(O)c(OC)c1,1,-3,i,1,4,11,-0.9,-8,-3,-2
CCN(CC(=O)Nc1ccccc1C(F)(F)F)C(=O)c1oc2ccc(OC)cc2c1C,3,-3,i,-7,-13,4,-0.3,-2,0,1
CC(=O)Oc1ccc(/C=C2/CCc3ccccc3C2=O)cc1,-10,-10,i,-3,4,-12,0.2,11,-26,3
CCN(CC)S(=O)(=O)c1cccc(NC(=O)COC(=O)/C=C/c2ccco2)c1,-1,-4,i,10,4,-2,-0.2,6,-3,-2
Cc1ccc(S(=O)(=O)NC(=O)Nn2c(C)nnc2C)cc1,-1,-1,i,-5,-3,0,0.6,-18,-3,-1
Cc1cc(C(=O)Cn2cc(C(F)(F)F)ccc2=O)c(C)n1-c1ccccc1,5,4,i,-11,-2,-6,-0.7,12,-6,2
CC(=O)c1cccc(NC(=O)CSc2ccc(-c3sc(C)nc3C)nn2)c1,2,4,i,-5,-3,-8,-0.1,14,-1,3
Clc1ccc(C=Cc2ccccn2)cc1,0,-8,i,-10,6,24,0.4,72*,-23,-2
CCOc1cccc(CN2CCC(N3CCC(C(=O)NCC4CCCO4)CC3)CC2)c1 (stereo not drawn),5,-1,i,-11,2,-7,-1.4,19,-3,1
COc1cc2c(cc1OC)C(c1cc3ccccc3oc1=O)=NC(C)(C)C2,-3,2,i,1,0,5,-0.9,-4,-5,-1
CSc1ccccc1OCc1cc(C(=O)NC(C)c2cnn(C)c2)no1 (stereo not drawn),1,-3,i,4,-1,-5,-0.8,12,-2,-2
COc1ccc([C@H]2N[C@]3(CCCN(Cc4ccc(C(F)(F)F)cc4)C3=O)[C@H]3C(=O)N(Cc4ccccc4)C(=O)[C@@H]23)cc1,4,11,i,x,-6,6,3.1,-2,1,2
CCN(C(=O)COC(=O)c1cc(-c2cccc3ccccc23)nc2ccccc12)C1CCS(=O)(=O)C1 (stereo not drawn),-5,-3,i,13,-8,-15,2.4,39*,-16,-2
CCOc1ccc(C2CC(c3ccccc3C)n3ncnc3N2)cc1 (stereo not drawn),1,0,i,-4,1,-5,-1.2,-7,1,2
Cc1nnc(NC(=O)c2ccccc2NC(=O)c2ccccc2)s1,0,-7,i,-7,6,2,-1.0,16,6,-2
S=c1[nH]nc(-c2ccc(Cl)cc2)n1/N=C/c1cccs1,5,18,i,-4,-1,4,-0.3,2,-3,2
CCOc1c2ccccc2nn1CCOC,5,-1,i,5,1,6,0.9,-13,-11,-1
Cc1nccn1C[C@@H]1CCc2c(c3ccccc3n2C)C1=O,1,6,i,-1,-2,-4,2.4,9,-3,-2
COc1ccccc1C(=O)Nc1nc2nc(-c3ccccc3)cc(=O)n2[nH]1,0,10,i,-2,5,-3,-0.1,-26,12,-6
COC(=O)c1cc(=O)cc(C(=O)OC)o1,0,-3,i,5,9,-3,-1.0,-11,0,1
CCC(=O)Nc1c(C(=O)Nc2cccc(OC)c2)oc2ccccc12,7,-9,i,-15,-4,-4,1.0,-5,-7,2
Cc1cc(C)nc(Nc2ncc(O)n2-c2ccc(Br)cc2)n1,0,-1,i,-3,1,-5,-0.3,-1,0,0
CCC(=O)Nc1ccc(C(=O)Nc2cccnc2)cc1,4,-5,i,3,3,-9,-1.1,17,2,-2
O=c1ccoc2ccccc12,7,3,i,x,0,6,-0.8,15,5,-4
CC(C)(C)OC(=O)C[C@H]1C/C=C\C[C@H](CC(=O)N[C@H](CO)Cc2ccccc2)C(=O)N[C@H](Cc2ccccc2)COC1=O,2,3,i,0,1,-1,0.7,3,1,2
N#CCc1ccc(OC(=O)c2cnccc2C(F)(F)F)cc1,3,-4,i,-11,-1,-5,-0.7,14,-2,7
O=C1NC[C@@H](CCCCN2CCN(CCc3ccc(O)cc3)C(=O)C2=O)N(Cc2ccccc2)C1=O,5,9,x,x,x,-13,-0.3,-14,3,x
Cc1ccc(S(=O)(=O)CC(=O)N2CCN(c3ccccc3F)CC2)cc1,-3,-5,i,0,0,2,-1.2,0,-2,-1
Cc1nc(SCC(=O)N2CCN(c3ccccc3)CC2)c2oc3ccccc3c2n1,-2,-8,i,-5,-4,8,3.8,12,2,7
C=CCc1cc(C)ccc1OCCCn1ccnc1,6,-1,i,-3,2,-3,-3.4,3,2,1
O=C(Nc1ccc2nc(SCc3ccc(Cl)cc3)sc2c1)c1ccccc1C(=O)N1CCOCC1,2,-4,i,-18,-4,8,3.5,8,2,5
O=C(c1ccco1)N1CCN(/C(=N/S(=O)(=O)c2cccs2)c2ccccc2Cl)CC1,4,0,i,-5,4,27*,-1.8,-14,1,-1
O=c1[nH]c2ccc(S(=O)(=O)NCc3ccccc3)cc2[nH]1,1,0,i,-5,2,12,-0.1,3,-1,-2
O=C(Nc1ccc(F)cc1F)N1CCCN(CCOc2ccccc2)CC1,3,-3,i,1,3,-2,-2.1,3,1,-1
O=C(COc1ccc2ccc(=O)oc2c1)Nc1ccc(CN2CCOCC2)cc1,1,-5,i,-6,-4,4,11,11,0,-2

# Records above marked active in SKN-1 inh:
SMILES,MT1-MMP act inh,NadD inh,Rpn11 block,Scp1 inh,DNMT1 inh,CendR NRP1 mod,LMPTP block,SKN-1 inh,SUMO1-SIM PPI,STEP block
Clc1ccc(C=Cc2ccccn2)cc1,0,-8,i,-10,6,24,0.4,72*,-23,-2
CCN(C(=O)COC(=O)c1cc(-c2cccc3ccccc23)nc2ccccc12)C1CCS(=O)(=O)C1 (stereo not drawn),-5,-3,i,13,-8,-15,2.4,39*,-16,-2

# (list continues)
SMILES,MT1-MMP act inh,NadD inh,Rpn11 block,Scp1 inh,DNMT1 inh,CendR NRP1 mod,LMPTP block,SKN-1 inh,SUMO1-SIM PPI,STEP block
CC(C)[C@H](NC(=O)OC(C)(C)C)c1cc(C(=O)NCCc2c[nH]c3ccccc23)c(N)s1,-5,x,x,x,x,-34,3.8,-1,-1,x
COc1cccc(N2CC(C(=O)Nc3nnc(SCc4cccnc4)s3)CC2=O)c1 (stereo not drawn),-2,2,i,1,-4,-16,3.7,-1,5,0
Cc1ccc(Nc2nc3ccccc3s2)c(C)c1,0,-4,i,-5,3,-6,1.1,6,3,-1
CN(C(=O)COC(=O)CSc1ccc(C(N)=O)cc1[N+](=O)[O-])C1CCS(=O)(=O)C1 (stereo not drawn),-5,-3,i,0,2,-11,-1.0,22,-30,-2
Cc1oc(-c2cccc(Cl)c2)nc1CSc1nc2c(c(=O)[nH]1)CCC2,-1,10,i,-2,-3,-7,0.9,-13,3,2
COc1nnc(-c2ccc(N3CCOCC3)c(NC(=O)c3ccccc3)c2)c2ccccc12,-4,8,i,-8,-8,5,0.1,8,3,2
CC(=O)c1cccc(Nc2nc3ccccc3n3cnnc23)c1,0,-9,i,1,-11,-10,1.2,0,6,-2
COc1ccc2c(-c3cnc(N4CCOCC4)nc3)c(-c3ccc(S(C)(=O)=O)cc3)sc2c1,-4,4,i,4,-19,2,3.0,15,-13,5
O=C(CNC(=O)Cc1cccc2ccccc12)NCc1ccc(F)cc1,0,-8,i,-2,1,0,0.1,-6,1,-3
Nc1cc(N)nc(SCCc2ccccc2)n1,-2,2,i,1,9,-4,0.3,-9,0,-2
CNC(=O)c1[nH]cnc1C(=O)Nc1ccccc1,4,-4,i,-6,2,11,0.1,-9,4,2
O=C(/C=C/c1c(F)cccc1Cl)NCCCN1CCOCC1,4,-9,i,-8,3,0,-4.7,-16,-6,0
COCCn1c(N)c(N(Cc2ccccc2)C(=O)C2CCCCC2)c(=O)[nH]c1=O,1,-2,i,-4,2,4,-1.1,-11,1,-2
COc1ccc(N(C)C(=O)c2cc3c(s2)-c2ccccc2S(=O)(=O)C3)cc1,-2,-4,i,-16,1,0,2.2,-4,-23,2
O=C1CCC(=O)N1CCCCCc1nc(-c2ccccc2)no1,3,5,i,-4,-4,15,0.1,8,-2,-2
O=C(CCC1CCCC1)N1CCN(C(=O)c2cccnc2)CC1,3,5,i,0,2,0,-0.7,28,0,10
NC(=O)C1CCN(c2ccc(C(F)(F)F)cn2)CC1,-3,-1,i,-3,0,-1,-1.9,16,0,2
CCSc1nnc(NC(=O)c2cc(C)nc3ccccc23)s1,-2,6,i,6,0,-9,-1.1,-20,26,-2
OC1(c2ccccc2)CC(c2ccccc2)c2ccccc2O1 (stereo not drawn),-1,-1,i,-4,-7,-3,1.4,9,4,-1
CCN(CC1COc2ccccc2O1)C(=S)NCCCN(C)C (stereo not drawn),-3,-6,i,-3,4,-4,-1.3,3,-2,3
COC(=O)CN(c1ccccc1F)S(=O)(=O)c1ccccc1,3,-4,i,0,0,-6,-0.2,-5,-1,-2
O=C(O)/C=C/C(=O)Nc1ccc(OC(F)(F)F)cc1Br,3,0,i,-4,-1,6,-2.2,-5,6,-2
O=C(NNc1c(F)c(F)cc(F)c1F)C1CCN(S(=O)(=O)c2ccccc2F)CC1,-6,-1,i,-2,-1,8,0.4,-9,-2,-1
C#CCOCCOCCOCCNc1nc(N2CCN(C(=O)[C@H](C)n3cc(CCC(=O)O)nn3)CC2)nc(N2CCN(C(=O)[C@H](C)n3cc(CCC(=O)O)nn3)CC2)n1,0,2,i,2,7,-16,-4.9,8,6,-2
COc1cccc(C(=O)c2c[nH]c(C(=O)NCc3cccnc3)c2)c1,4,0,i,-7,1,-9,0.6,-11,-4,-1
CCCCN(C(=O)c1ccc(C)cc1)c1c(N)n(CCC)c(=O)[nH]c1=O,2,-2,i,-2,1,6,-1.0,13,0,1
COc1ccc(CCNC(=O)C2CCC(C(C)(C)C)CC2)cc1OC (stereo not drawn),2,0,i,-5,-2,34*,0.5,11,7,0
